SSB-PriA inh: K. pneumoniae PriA-SSBct interaction inhibition; inhibition, % at 33 µM; AID 1272365; 0.6% of 430,000 active; AlphaScreen SSBct-PriA binding, biotinylated peptide; in the data active = inhibition mostly above about 37%, no sharp cut-off; inactive = mostly below about 20%;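 also: plate controls were negative control peptide for no effect and reference peptide for full effect; strong numbers were not always called active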
* marks the source's active call; other numbers are inactive results; & = joins results of further samples. A portion of the library, so the mix of outcomes need not match the whole.

structure: CN(C)CCCN(C(=O)c1ccc(Cl)s1)c1nc2ccc(Br)cc2s1
  SSB-PriA inh = -18
structure: CN(C)CCCN(C(=O)/C=C\c1ccc([N+](=O)[O-])cc1)c1nc2c(F)cccc2s1
  SSB-PriA inh = -9
structure: Cc1nc(-c2cccnc2)sc1-c1ccc(SCC(=O)Nc2ccc(Br)cc2)nn1
  SSB-PriA inh = -11
structure: COc1ccc2nc(-c3ccc(F)c(NC(=O)c4ccco4)c3)cn2n1
  SSB-PriA inh = 0
structure: CC(O)(CCc1ccccc1)CNC(=O)C1CC(=O)N(c2ccc(Cl)cc2)C1 (stereo unspecified)
  SSB-PriA inh = 10
structure: CN1C(=O)/C(=C\c2cc(I)c(O)c(I)c2)SC1=S
  SSB-PriA inh = 9
structure: O=C(c1ccno1)N1CCN(c2nc3ccc(Br)cc3s2)CC1
  SSB-PriA inh = 4
structure: CC(=O)Nc1ccc2c(c1)CN(C(=O)c1cccs1)CC2
  SSB-PriA inh = -6
structure: O=C(Cn1cnc2ccccc21)N1CCCC(Cc2nc(-c3cnccn3)no2)C1 (stereo unspecified)
  SSB-PriA inh = -7
structure: Cc1ccc(C(N)=NOC(=O)COc2ccccc2Cl)cc1
  SSB-PriA inh = -11
structure: Cc1ccccc1OCc1ccc(-c2nc(C#N)c(NCc3ccc4c(c3)OCO4)o2)o1
  SSB-PriA inh = 9&25
structure: CC(C)(C)NC(=O)C(=O)NN=Cc1cccs1
  SSB-PriA inh = -11
structure: O=C(NCCc1csc2nc(-c3cccc(F)c3)nn12)C1CCCCC1
  SSB-PriA inh = -14
structure: COc1ccc(C)cc1NC(=O)Cn1nc2ccc(SCc3ccc(Cl)cc3)nn2c1=O
  SSB-PriA inh = -27
structure: N#Cc1c(NC(=O)CC2Sc3ccc(C(F)(F)F)cc3NC2=O)sc2c1CCCC2 (stereo unspecified)
  SSB-PriA inh = -7

structure: CCC(=NNc1ccc([N+](=O)[O-])cc1[N+](=O)[O-])c1ccc(O)cc1
  SSB-PriA inh = -8
structure: COC(=O)c1ccsc1NC(=O)c1ccc(S(=O)(=O)N(C)C2CCCCC2)cc1
  SSB-PriA inh = 6
structure: COC(=O)c1ccc(CSc2ncc(CO)n2CC(=O)NCc2ccc(C)cc2)cc1
  SSB-PriA inh = -9
structure: CCOC(=O)N1CCc2c(sc(NC(=O)CCS(=O)(=O)c3ccc(F)cc3)c2C(N)=O)C1
  SSB-PriA inh = 9
structure: N#Cc1ccc(C(=O)N2CCS[C@H]2c2cccc(F)c2)cc1
  SSB-PriA inh = -1
structure: O=C(/C=C\c1ccc2c(c1)OCO2)N1CCN(c2nc3c(Cl)cccc3s2)CC1
  SSB-PriA inh = -4
structure: O=C(Cn1c(=O)[nH]c2c(-c3ccccc3F)c[nH]c2c1=O)NCc1ccccc1Cl
  SSB-PriA inh = -3
structure: COc1ccc(Nc2cc(C)nc(NCCNC(=O)c3nccc(C)n3)n2)cc1
  SSB-PriA inh = 6
structure: Cc1nc2ccccn2c1C(=O)NCCC1CCCCN1S(=O)(=O)c1cccs1 (stereo unspecified)
  SSB-PriA inh = -15
structure: O=C(NCc1ccc(Cl)cc1)NCc1ccccc1-c1ccsc1
  SSB-PriA inh = 0
structure: COc1ccc(N2CCN(c3ncnc4c3cnn4CCNC(=O)c3cccs3)CC2)cc1
  SSB-PriA inh = -16
structure: O=S(=O)(c1cccc(Cl)c1)N1CCN(c2ccc3nnc(C4CC4)n3n2)CC1
  SSB-PriA inh = 7
structure: Cc1ccc(S(=O)(=O)NCCn2ccc3ccccc32)cc1
  SSB-PriA inh = -11
structure: CCOC(=O)c1sc(NC(=O)c2cccc(Br)c2)nc1C
  SSB-PriA inh = 6
structure: O=C(NCCc1ccoc1)C(=O)Nc1cccnc1
  SSB-PriA inh = 9

structure: COc1cc(Cn2nc(C3CC3)c3cnn(-c4ccccc4)c3c2=O)cc(OC)c1
  SSB-PriA inh = -7
structure: O=S(=O)(/C=C/c1ccccc1)NCCn1ccn2nc(-c3ccco3)cc12
  SSB-PriA inh = 27
structure: COCCn1c(-c2ccc(C)cc2)cnc1SCc1ccc(F)cc1
  SSB-PriA inh = 9
structure: O=C(CSc1nc(=O)n(Cc2ccco2)c2c1CCCC2)NCc1ccc2c(c1)OCO2
  SSB-PriA inh = -3
structure: COC(=O)Cn1c(=O)c2c(OC)c(C)cnc2n(C)c1=O
  SSB-PriA inh = 12
structure: O=C(NN=Cc1coc2ccccc2c1=O)c1ccc(Cl)cc1
  SSB-PriA inh = -8
structure: Cc1oncc1C(=O)Nc1ccc2c(c1)CCC(=O)N2
  SSB-PriA inh = -7
structure: O=C(Cc1csc(Nc2ccccc2)n1)NCc1cccnc1
  SSB-PriA inh = -9&-9
structure: O=C(c1ccc(-c2cccs2)cc1)N1CC(n2cc(COc3ccccc3)nn2)C1
  SSB-PriA inh = -17
structure: CC(C(=O)O)N1C(=O)CSC1=O (stereo unspecified)
  SSB-PriA inh = -7
structure: O=C(c1ccc(Cl)s1)N1CCN(C2CC2)CC1Cc1ccccc1 (stereo unspecified)
  SSB-PriA inh = -2
structure: CCCn1c(=O)c2sccc2n2c(CCCC(=O)Nc3ccc(Br)c(C)c3)nnc12
  SSB-PriA inh = -1
structure: Cc1ccc(N2CCCS2(=O)=O)cc1NS(=O)(=O)c1cnn(C)c1
  SSB-PriA inh = -1
structure: O=C(NN=Cc1c(O)n(CCc2ccc(F)cc2)c(=O)[nH]c1=O)c1ccncc1
  SSB-PriA inh = 7
structure: O=C(COc1ccc2ccccc2c1)NCC(c1cccs1)N1CCc2ccccc2C1 (stereo unspecified)
  SSB-PriA inh = -36

Taken from the listing (21 entries):
structure: CN(C)CCCN(C(=O)c1ccc(Cl)s1)c1nc2ccc(Br)cc2s1
  SSB-PriA inh = -18
structure: CN(C)CCCN(C(=O)/C=C\c1ccc([N+](=O)[O-])cc1)c1nc2c(F)cccc2s1
  SSB-PriA inh = -9
structure: Cc1nc(-c2cccnc2)sc1-c1ccc(SCC(=O)Nc2ccc(Br)cc2)nn1
  SSB-PriA inh = -11
structure: COc1ccc2nc(-c3ccc(F)c(NC(=O)c4ccco4)c3)cn2n1
  SSB-PriA inh = 0
structure: CC(O)(CCc1ccccc1)CNC(=O)C1CC(=O)N(c2ccc(Cl)cc2)C1 (stereo unspecified)
  SSB-PriA inh = 10
structure: CN1C(=O)/C(=C\c2cc(I)c(O)c(I)c2)SC1=S
  SSB-PriA inh = 9
structure: O=C(c1ccno1)N1CCN(c2nc3ccc(Br)cc3s2)CC1
  SSB-PriA inh = 4
structure: CC(=O)Nc1ccc2c(c1)CN(C(=O)c1cccs1)CC2
  SSB-PriA inh = -6
structure: O=C(Cn1cnc2ccccc21)N1CCCC(Cc2nc(-c3cnccn3)no2)C1 (stereo unspecified)
  SSB-PriA inh = -7
structure: Cc1ccc(C(N)=NOC(=O)COc2ccccc2Cl)cc1
  SSB-PriA inh = -11
structure: Cc1ccccc1OCc1ccc(-c2nc(C#N)c(NCc3ccc4c(c3)OCO4)o2)o1
  SSB-PriA inh = 9&25
structure: CC(C)(C)NC(=O)C(=O)NN=Cc1cccs1
  SSB-PriA inh = -11
structure: O=C(NCCc1csc2nc(-c3cccc(F)c3)nn12)C1CCCCC1
  SSB-PriA inh = -14
structure: COc1ccc(C)cc1NC(=O)Cn1nc2ccc(SCc3ccc(Cl)cc3)nn2c1=O
  SSB-PriA inh = -27
structure: N#Cc1c(NC(=O)CC2Sc3ccc(C(F)(F)F)cc3NC2=O)sc2c1CCCC2 (stereo unspecified)
  SSB-PriA inh = -7
structure: CCC(=NNc1ccc([N+](=O)[O-])cc1[N+](=O)[O-])c1ccc(O)cc1
  SSB-PriA inh = -8
structure: COC(=O)c1ccsc1NC(=O)c1ccc(S(=O)(=O)N(C)C2CCCCC2)cc1
  SSB-PriA inh = 6
structure: COC(=O)c1ccc(CSc2ncc(CO)n2CC(=O)NCc2ccc(C)cc2)cc1
  SSB-PriA inh = -9
structure: CCOC(=O)N1CCc2c(sc(NC(=O)CCS(=O)(=O)c3ccc(F)cc3)c2C(N)=O)C1
  SSB-PriA inh = 9
structure: N#Cc1ccc(C(=O)N2CCS[C@H]2c2cccc(F)c2)cc1
  SSB-PriA inh = -1
structure: O=C(/C=C\c1ccc2c(c1)OCO2)N1CCN(c2nc3c(Cl)cccc3s2)CC1
  SSB-PriA inh = -4

Some values from the list.
Reading of `Cc1ccccc1OCc1ccc(-c2nc(C#N)c(NCc3ccc4c(c3)OCO4)o2)o1` in SSB-PriA inh: 9&25
Reading of `CN1C(=O)/C(=C\c2cc(I)c(O)c(I)c2)SC1=S` in SSB-PriA inh: 9
Reading of `O=C(NN=Cc1coc2ccccc2c1=O)c1ccc(Cl)cc1` in SSB-PriA inh: -8

(further entries)
structure: Cc1cc(NC(=O)CCCN2C(=O)c3cccc4cccc(c34)C2=O)n(-c2ccccc2)n1
  SSB-PriA inh = -8&3
structure: COc1cccc(C(O)=C2C(=O)C(=O)N(CCCN3CCOCC3)C2c2ccncc2)c1 (stereo unspecified)
  SSB-PriA inh = -10
structure: O=C(NCCn1nc(-c2ccco2)ccc1=O)c1c(F)cccc1Cl
  SSB-PriA inh = -3
structure: COc1ccc(OCC(=O)Nc2ccc3c(c2)N(C)C(=O)C(C)(C)CO3)cc1
  SSB-PriA inh = 24
structure: CCn1c(C)cc(O)c(C(c2cccs2)N2CCC(C)CC2)c1=O (stereo unspecified)
  SSB-PriA inh = -21&3
structure: O=C(c1ccco1)N1CC(S(=O)(=O)C2CCCCC2)C1
  SSB-PriA inh = 0
structure: CN(C)c1ccc(CCCNC(=O)c2cccs2)cc1
  SSB-PriA inh = -6
structure: CC(=NNC(=S)Nc1ccc(F)cc1)c1ccc2c(c1)OCCO2
  SSB-PriA inh = 9
structure: COc1ccc(C(N)=NOC(=O)C2CCCCC2)cc1OC
  SSB-PriA inh = -35
structure: O=C(Nc1ccccc1-c1nc2ccccc2s1)c1cc2ccccc2oc1=O
  SSB-PriA inh = -4
structure: COC(=O)c1sccc1S(=O)(=O)N1Cc2cncnc2C1
  SSB-PriA inh = -13
structure: O=C(NN=CC1CC2CCC1C2)C1CC1 (stereo unspecified)
  SSB-PriA inh = -10
structure: O=C(OC1CN(c2nc3ccccc3s2)C1)c1ccccc1Br
  SSB-PriA inh = -10
structure: Cc1ccc(S(=O)(=O)N2CCCC[C@@H]2CCNC(=O)C(=O)NCc2ccccc2Cl)cc1
  SSB-PriA inh = -15
structure: Cc1noc(CNC(=O)c2coc(NC(=O)c3cnccn3)n2)n1
  SSB-PriA inh = 2

structure: Cc1c(Cl)cccc1NC(=O)C(=O)NCCCCN1CCOC(c2ccccc2)C1 (stereo unspecified)
  SSB-PriA inh = 0
structure: O=C(NCC1(O)Cc2ccccc2C1)C(=O)Nc1cccc(N2CCCC2=O)c1
  SSB-PriA inh = -6
structure: COc1ccc(C(=O)NCCNC(=O)c2ccc(NC(C)=O)cc2)c(OC)c1
  SSB-PriA inh = 5
structure: Cc1ccc(-n2cc(C(=O)N3CCN(c4ccccc4F)CC3)nn2)cc1
  SSB-PriA inh = -23
structure: O=C(c1cc2n(n1)CCCO2)N1CCN(c2ccc(C(F)(F)F)cn2)CC1
  SSB-PriA inh = -10
structure: O=C(c1csc(Nc2ccc(OC(F)F)cc2)n1)N1CCN(c2ncccn2)CC1
  SSB-PriA inh = 16
structure: O=C(Nc1nccs1)c1ccc(-c2ccccc2C(F)(F)F)o1
  SSB-PriA inh = -25
structure: CC(C)c1ccc(N2CCN(CC(=O)NCCOc3ccc(F)cc3)C2=O)cc1
  SSB-PriA inh = -8
structure: Cc1ccc(CSc2nnc(SCC(=O)NN=C/C=C/c3ccccc3[N+](=O)[O-])s2)cc1
  SSB-PriA inh = 7
structure: Cc1cc(NC(=O)/C=C/c2cccs2)on1
  SSB-PriA inh = -7
structure: CCCCc1nnc2c(N(C)S(=O)(=O)c3ccc(OC)cc3)nc3ccccc3n12
  SSB-PriA inh = 0
structure: Brc1cc2c(cc1C=NNc1nc(N3CCOCC3)nc(N3CCOCC3)n1)OCO2
  SSB-PriA inh = 3
structure: COc1cc(C)c(C)cc1S(=O)(=O)NCC1CCN(c2ccc(C)nn2)CC1
  SSB-PriA inh = 1
structure: CCOCN(C(=O)CSc1nc2ccccc2s1)c1c(C)cccc1CC
  SSB-PriA inh = -3
structure: COc1ccc(-c2nnc3ccc(SCC(=O)OCc4ccccc4)nn23)cc1OC
  SSB-PriA inh = -18

structure: O=C(Nc1ccccc1)ON=C1CCCCC1c1ccc([N+](=O)[O-])cc1[N+](=O)[O-] (stereo unspecified)
  SSB-PriA inh = 13
structure: O=C(NCCCS(=O)(=O)N1CCN(c2ncccn2)CC1)c1ccncc1
  SSB-PriA inh = 16
structure: Cc1cc(NC(=O)c2cc(C)on2)n(-c2nc3ccccc3s2)n1
  SSB-PriA inh = -4
structure: CC1(C)Cc2cccc(OCCCS(=O)(=O)N3CCN(c4ncccn4)CC3)c2O1
  SSB-PriA inh = -8
structure: CC(C(=O)N1CCc2nc3ccccn3c(=O)c2C1)n1cccn1 (stereo unspecified)
  SSB-PriA inh = -15
